High-throughput results (PubChem BioAssay)
TGFb SMAD3 inh: qHTS for Inhibitors of TGF-b; HepG2 CAGA-GFP TGF-b/SMAD3 reporter, GFP fluorescence, 18 h; TGF-beta stimulated, 500 pg/mL final; Potency, µM (titrated, usually from 46.1 µM), for the others: at the top dose activity, negative = inhibition, hits mostly inhibitors; actives 1.2% (n = 410,000); note: potency is the fitted concentration of half-maximal effect; % is set by controls: 0 for no effect and ±100 for the full control effect; nearly all actives have a fitted effect of over 65% in size
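Inhibition was scored as loss of TGF-beta-induced (500 pg/mL final, 18 hours, 37 degrees C) GFP in HEPG2 cells carrying a CAGA-GFP reporter, in DMEM with 1% FBS. Well GFP was summed per cell; Activity was normalised to unstimulated and stimulated DMSO wells, then concentration-response fitting.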
CCT modulator: High-Throughput Screening for Modulators of Cytosolic Chaperonin Activity | purified chaperonin ATPase assay, HTRF ADP detection, 30 min | actives 0.3% (n = 360,000) | activity change, % (concentration not given with the values), hits read low | AID 651819, 2012; in the data active = activity change below about -30%; note: % is set by controls: 0 for no effect and ±100 for the full control effect
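TRiC at 40 or 20 nM final (batch-dependent) in 30 mM Tris pH 7.4, 100 mM KCl, 5 mM MgCl2, 1 mM DTT, with compound at single 76 uM and 10 uM ATP, 30 min at 37 deg C. ADP detected by HTRF Transcreener, 665/615 ratio.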
A549 tox: Nrf2 qHTS screen for inhibitors: counterscreen for cytotoxicity; A549 ARE-Fluc cells, CellTiter-Fluor viability, 18-24 h; Potency, µM (highest dose often 46 µM), inactives show top-dose activity change, negative = cytotoxicity, most hits filed as inhibitors; actives 0.16% (n = 390,000); note: potency is the fitted concentration of half-maximal effect; % is set by controls: 0 for no effect and ±100 for the full control effect
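A549 ARE-Fluc cells in 5% FBS OPTI-MEM, 5000 cells/well, rested 2 h then exposed to compounds in concentration-response for 18-24 h at 37 °C. Viability by CellTiter-Fluor fluorescence (Ex 405/Em 525) after 30 min; luciferase luminescence (BugLite, 15 min, RT) read afterwards.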
Nrf2 ARE act: qHTS of Nrf2 Activators | Potency, µM (doses to about 46.1 µM), for the others: at the top dose activation, usual class: activators | AID 624171, 2012 | actives 0.31% (n = 410,000) | AREc32 ARE-luciferase reporter (MCF7-derived line), luminescence, 24 h; note: potency is the fitted concentration of half-maximal effect; % of control where 0% means no effect; nearly all actives have a fitted effect of over 65% in size
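Nrf2 activation is followed as ARE-luciferase induction in the AREc32 line after one day of compound treatment; luminescence is read with Steady-Glo.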
Akt phos inh: HTS Assay for Inhibitors of Akt Phophorylation: Primary Screen. Neuro2A IGF-stimulated pAkt S473 HTRF, 20 min; active compounds read low. activity change, % for hits at 50 µM. actives 0.32% (n = 360,000). AID 651550, 2012; in the data active = activity change below about -80%; inconclusive = mostly about -51% to -80%; note: % is set by controls: 0 for no effect and ±100 for the full control effect
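Single-point screen (50 µM final compound) in Neuro2A cells stimulated 20 min with 6 nM IGF at 37 deg C. After lysis, Ser473-phosphorylated Akt read by HTRF (ex 330 nm, em 615/665 nm) as the 665/615 ratio.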
ATXN viability: Viability Counterscreen for Primary qHTS for Inhibitors of ATXN expression | S2 cells (HEK-293 line with an ATXN2-luciferase reporter) viability, CellTiter-Fluor protease fluorescence, 24 h | Potency, µM (series often up to 56.7 µM), hits mostly cytotoxic | actives 0.49% (n = 400,000); note: potency is the fitted concentration of half-maximal effect; nearly all actives have a fitted effect of over 40% in size
HepG2 tox: qHTS for Inhibitors of TGF-b: Cytotox Counterscreen; HepG2 CAGA-GFP viability, ATP luminescence, 18 h; Potency, µM (doses to about 46.1 µM), for the others: at the highest dose activity change, negative = cytotoxicity, usual class: cytotoxic; actives 0.76% (n = 410,000); note: potency is the fitted concentration of half-maximal effect; some results filed as inactive show a strong effect at the top dose
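HepG2 CAGA-GFP cells (1000/well, DMEM with 1% FBS) received compound, then TGF-beta at 500 pg/mL final, and were incubated 18 hours at 37 degrees C. Viability was read by CellTiter-Glo luminescence. Media-only wells were set as complete cell-killing and DMSO as no toxicity.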
Mm-Cpn inhibitor: Inhibitors of TCP-1 ring complex (TRiC) of Methanococcus maripaludis (MmCpn): qHTS; purified Mm-Cpn ATPase, ADP Transcreener TR-FRET; Potency, µM (top dose mostly 76.9 µM), inactives show top-dose activity, negative = inhibition, most hits filed as inhibitors; Chaperonin Mm-Cpn (Methanococcus maripaludis); actives 0.031% (n = 330,000); AID 504842, 2011; note: potency is the fitted concentration of half-maximal effect; % is set by controls: 0 for no effect and ±100 for the full control effect; nearly all actives have a fitted effect of over 80% in size
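Reaction buffer contained 30 mM Tris pH 7.4, 100 mM KCl, 5 mM MgCl2 and 1 mM DTT. Mm-CPN (25 nM final) hydrolysed 10 uM ATP over 30 min at 37°C; ADP was read by HTRF.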
Nrf2 inh: Nrf2 qHTS screen for inhibitors; Potency, µM (top dose mostly 46 µM), inactives show at the top dose activity change, negative = inhibition, most hits filed as inhibitors; AID 504444, 2011; actives 2.1% (n = 360,000); A549 ARE-Fluc reporter, luciferase luminescence, 18-24 h; note: potency is the fitted concentration of half-maximal effect; % is set by controls: 0 for no effect and ±100 for the full control effect; nearly all actives have a fitted effect of over 60% in size
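Two sequential reads on A549 ARE_Fluc cells exposed to compound for 18-24 h: a CellTiter-Fluor fluorescence read for viability, then a luciferase luminescence read for Nrf2/ARE activity.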
* = called active by the depositor; i = inactive; ? = inconclusive; nt = not tested or not shown; & = joins results of further samples. Unless noted, calls come from the whole dose curve; as a rule, active = well fitted curve in the direction sought with a large enough effect; inconclusive = small, poorly fitted or top-dose-only effect, or another doubt; inactive = no such curve, though single readings can be large; an effect the other way counts as inactive or inconclusive.

entry	Compound	Akt phos inh	ATXN viability	Nrf2 inh	A549 tox	HepG2 tox	Nrf2 ARE act	Mm-Cpn inhibitor	TGFb SMAD3 inh	CCT modulator
1	O=C(c1ccc(F)cc1)n1nc(-c2cccnc2)nc1NCc1ccc(F)cc1	nt	i	?	0.3%	-23.2%	-0.3%	nt	-16.6%	nt
2	CCn1c(SCC(=O)N2CCCC(C)C2)nc2c1c(=O)n(C)c(=O)n2C (centres undefined)	i	i	2.7%	1.9%	-108.7%	3.0%	2.3%	-2.6%	-1.7
3	C(/CCc1ccccc1)=N\n1cnnc1	nt	i	-20.7%	-11.6%	-2.9%	-0.5%	-0.4%	2.2%	-0.2
4	Fc1ccc(Nc2nc(N3CCOCC3)nc(N3CCOCC3)n2)cc1Cl	i	i	7.7%	12.6%	-18.1%	5.3%	-1.1%	-2.1%	-3.0
5	Cc1nn(-c2ccccc2)c(C)c1/C=N/NC(=O)c1cc(-c2ccc(Br)s2)[nH]n1	i	?	?	-12.1%	5.5%	3.9%	2.2%	1.9%	0.4
6	COc1ccc(S(=O)(=O)N2CCN(c3ccccc3OC)CC2)cc1	i	i	-22.8%	0.3%&-5.3%	-5.0%&-19.5%	0.3%&0.7%	-1.3%	-5.2%&-28.0%	1.4
7	CCc1ccc(NS(=O)(=O)c2cc3c4c(c2)CCN4C(=O)CC3)cc1	i	i	-10.9%	0.2%	0.0%	3.9%	0.7%	12.3%	-61.2*
8	Cc1ccc(C23CC4CC(CC(CC(=O)NC(C)(C)CO)(C4)C2)C3)cc1	i	i	3.9%	-4.9%	-29.7%	3.8%	2.5%	?	2.2
9	O=C(Cc1ccc2c(c1)OCCO2)c1c(O)cc(O)cc1O	i	i	19.3%	-7.5%	-6.2%	6.1%	1.9%	?	-3.3
10	CC1CCCCN1C(=O)Cn1c(=O)n(C2CCCCC2)c(=O)c2ccccc21 (centres undefined)	i	i	-7.8%	-4.3%	-12.6%	2.1%	0.5%	-2.6%	-0.8
11	COc1cc(CCC(=O)OCC(=O)Nc2ccccc2OC(F)F)cc(OC)c1OC	i	i	12.2%	5.3%	1.3%	-0.4%	0.3%	-0.3%	-2.1
12	CCCCC(=O)N(C)c1c(CC)nc2c(OCc3ccc(C(F)(F)F)cc3)cccn12	i	?	nt	nt	-38.7%	-1.4%	nt	?	0.4
13	CC1(C)CC(=O)C(C=NCCN2CCN(CCCCS(=O)(=O)O)CC2)=C(O)C1	i	i	5.9%	-1.8%	0.4%	-0.4%	0.5%	7.7%	-1.3
14	CC[C@@H]1CC=C[C@H]2[C@H]1C(=O)N(Cc1ccccc1)[C@H]2c1ccc(OC)c(Cl)c1	i	i	?	-6.8%	-31.4%	4.0%	1.2%	?	0.8
15	COc1cc(O)c(C(CCN2CCCC(C)C2)c2cc(OC)c(OC)c(OC)c2)c(OC)c1 (centres undefined)	i	?	17.9%&-12.7%	-12.0%&-17.2%	-16.9%&-3.6%	4.6%	-1.1%	31.4%&-0.9%	-1.9
16	COC(=O)c1ccc(COc2ccc(/C=N/O)cc2)o1	i	i	-7.7%	-10.3%	-3.2%	4.2%	2.8%	-16.8%	1.4
17	CCCNC(=O)c1ccc(Cn2c(=O)c3cccn3c3cccnc32)cc1	nt	nt	42.3%	12.6%	-5.1%	0.0%	nt	20.0%	nt
18	Nn1c(SCc2ccc(Br)cc2)nnc1-c1ccncc1	i	i	-4.5%	-0.3%	5.3%	-1.2%	-1.0%	9.0%	-16.9
19	O=C(c1ccc(Cl)cc1)N1CCC(O)(CSc2ccc(Cl)cc2Cl)CC1	i	i	nt	-10.2%	-73.3%	0.7%	-1.7%	?	-3.0
20	O=C(C[n+]1cc(-c2ccccc2)n2c1CCC2)Nc1nc(-c2ccc(F)cc2)cs1	i	i	0.6%	10.0%	-10.3%	3.1%	-0.7%	-20.3%	-3.9

An excerpt of these results, with values under each structure.
Values in the order: Akt phos inh	ATXN viability	Nrf2 inh	A549 tox	HepG2 tox	Nrf2 ARE act	Mm-Cpn inhibitor	TGFb SMAD3 inh	CCT modulator
13) CC1(C)CC(=O)C(C=NCCN2CCN(CCCCS(=O)(=O)O)CC2)=C(O)C1
 : i	i	5.9%	-1.8%	0.4%	-0.4%	0.5%	7.7%	-1.3
14) CC[C@@H]1CC=C[C@H]2[C@H]1C(=O)N(Cc1ccccc1)[C@H]2c1ccc(OC)c(Cl)c1
 : i	i	?	-6.8%	-31.4%	4.0%	1.2%	?	0.8
15) COc1cc(O)c(C(CCN2CCCC(C)C2)c2cc(OC)c(OC)c(OC)c2)c(OC)c1 (centres undefined)
 : i	?	17.9%&-12.7%	-12.0%&-17.2%	-16.9%&-3.6%	4.6%	-1.1%	31.4%&-0.9%	-1.9

Some of the entries so far, screen by screen:
(15) COc1cc(O)c(C(CCN2CCCC(C)C2)c2cc(OC)c(OC)c(OC)c2)c(OC)c1 (centres undefined)
(16) COC(=O)c1ccc(COc2ccc(/C=N/O)cc2)o1

assay / compound	15	16
Akt phos inh	i	i
ATXN viability	?	i
Nrf2 inh	17.9%&-12.7%	-7.7%
A549 tox	-12.0%&-17.2%	-10.3%
HepG2 tox	-16.9%&-3.6%	-3.2%
Nrf2 ARE act	4.6%	4.2%
Mm-Cpn inhibitor	-1.1%	2.8%
TGFb SMAD3 inh	31.4%&-0.9%	-16.8%
CCT modulator	-1.9	1.4

Next part
entry	Compound	Akt phos inh	ATXN viability	Nrf2 inh	A549 tox	HepG2 tox	Nrf2 ARE act	Mm-Cpn inhibitor	TGFb SMAD3 inh	CCT modulator
21	CCOc1ccc(C(Nc2ccc(C)cc2)P2(=O)OCCC(C)O2)cc1 (centres undefined)	i	i	4.0%	-4.1%	2.0%	0.1%	0.9%	-7.0%	-2.8
22	O=S(=O)(NC1C2CC3CC(C2)CC1C3)c1ccc(F)cc1 (centres undefined)	i	i	1.0%	-1.6%	0.0%	2.3%	1.1%	-18.4%	0.2
23	O=C1NN(c2ccccc2)C(=O)/C1=C\c1cccc(OC(=O)c2cccs2)c1	i	i	nt	-0.8%	-13.7%	-0.3%	1.9%	0.0%	-1.6
24	COc1cccc(N=CNc2cccc(OC)c2)c1	i	i	21.4%	0.3%	-13.2%	5.9%	nt	16.7%	-2.0
25	S=C(NCCc1ccccc1)NCC1CCCO1 (centres undefined)	i	i	12.8%	10.1%	4.9%	2.3%	-0.8%	11.8%	-3.4
26	CCOc1cc(/C=C2\SC(=S)N(C(C(=O)O)c3ccccc3)C2=O)ccc1O (centres undefined)	i	?	1.4%	?	1.9%	-0.1%	-2.0%	17.6%	0.1
27	CCOc1ccc(OCCC(=O)N2CCN(S(=O)(=O)c3ccc(OCC)cc3)CC2)cc1	i	i	3.3%	-0.7%	-42.2%	0.1%	-4.6%	-5.1%	1.2
28	CCN(CC)CCN(C(=O)c1ccc(Br)s1)c1nc2cc3c(cc2s1)OCO3	i	i	-1.4%	11.2%	-22.2%	0.3%	-2.3%	4.1%	-1.1
29	CS(=O)(=O)N(CC(=O)Nc1ccccc1C(=O)N1CCOCC1)c1ccc(Cl)cc1	i	i	1.5%	2.8%	41.2%	-0.4%	-0.5%	9.5%	-0.2
30	Cc1cc(NC(=O)c2cc(C(C)C)on2)no1	i	i	?	13.9%	-2.9%	0.3%	0.9%	4.9%	-1.6
31	Cc1ccccc1-c1nn[nH]n1	i	i	-3.3%	1.7%	-0.8%	0.0%	0.4%	-4.8%	-2.5
32	Cc1cc(=O)oc2cc(NC(=O)c3cc(F)ccc3F)ccc12	i	i	2.2%	-10.4%	-0.2%	?	-1.4%	13.9%	0.1
33	COc1ccc(CN(CC2CCCO2)C(=O)c2cc3ccccc3oc2=O)cc1 (centres undefined)	i	?	15.8%	1.6%	-3.1%	4.1%	-2.1%	15.0%	0.2
34	CCN1CCN(c2cc3nc(C)n(Cc4ccccc4)c(=O)c3cc2NC(=O)c2ccccc2F)CC1	i	i	-7.4%	7.2%	-0.1%	3.2%	0.2%	2.7%	0.4
35	O=C1C(=O)N(Cc2ccncc2)C(c2cccc(O)c2)/C1=C(\O)c1ccc2c(c1)OCCO2 (centres undefined)	i	i	-4.6%	1.2%	-14.4%	0.1%	-6.8%	-6.4%	-0.5
36	CC(C(=O)OCC(=O)c1cccc([N+](=O)[O-])c1)N1C(=O)C2C3C=CC(C3)C2C1=O (centres undefined)	i	i	-6.3%	0.2%	7.0%	-0.3%	0.8%	14.1%	2.0
37	Cc1cc(C)nc(N2CCC(C(=O)NCc3ccco3)CC2)n1	i	i	4.9%	-7.5%	-1.7%	0.0%	-1.1%	3.9%	-0.6
38	CN(C(=O)CSc1nnc(-c2c[nH]c3ccccc23)n1C1CC1)C1CCS(=O)(=O)C1 (centres undefined)	i	i	10.1%	-1.3%	-22.3%	-0.4%	-3.0%	-13.4%	1.6
39	CC(C)(C)N1OC2CC1c1nc3ccccc3n1C2 (centres undefined)	i	i	11.1%	-1.6%	4.2%	-0.3%	-2.5%	2.8%	0.1
40	Cc1c(C(=O)N(Cc2nccn2C)C(C)C)oc2c(F)cccc12	i	i	-10.3%	-8.3%	-10.2%	-0.3%	-0.8%	-0.2%	-1.6
41	O=C(CNC(=S)N(CCCN1CCOCC1)Cc1cccs1)NC1CCCC1	i	?	6.0%	-1.2%	-2.8%	0.3%	-4.1%	0.3%	-0.1
42	COc1c(C)cc(Br)cc1C(=O)Nc1cccc(-c2nc3ncccc3o2)c1	i	31.6µM*	-26.2%	-4.5%	-13.4%	-0.8%	-4.5%	-8.2%	-2.2
